Compound activity from PubChem BioAssay.
AddAB inh – growth inhibition of E. coli expressing H. pylori AddAB, primary screen, AddAB inhibitor project, absorbance; hit rate 0.29% among 330,000; inhibition, % at 11.9 µM; in the data active = inhibition above about 12%;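 also: 0% = vehicle wells of infected cells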
HTR5A ag – HTR5A agonists in luminescence cell assay, primary screen, counter-screen for OPRM1-OPRD1 heterodimer agonist project, full-deck HTS; 5-hydroxytryptamine receptor 5A (Homo sapiens), P47898; cell-based; activation, % at 9.3 µM; hit rate 0.61% among 340,000; in the data active = activation mostly above about 9.5%, no sharp cut-off; inactive = mostly below about 7.6%;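 also: 0% = cells with vehicle only and 100% = reference agonist; strong numbers were not always called active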
Target sequence (P47898 whole entry, looked up): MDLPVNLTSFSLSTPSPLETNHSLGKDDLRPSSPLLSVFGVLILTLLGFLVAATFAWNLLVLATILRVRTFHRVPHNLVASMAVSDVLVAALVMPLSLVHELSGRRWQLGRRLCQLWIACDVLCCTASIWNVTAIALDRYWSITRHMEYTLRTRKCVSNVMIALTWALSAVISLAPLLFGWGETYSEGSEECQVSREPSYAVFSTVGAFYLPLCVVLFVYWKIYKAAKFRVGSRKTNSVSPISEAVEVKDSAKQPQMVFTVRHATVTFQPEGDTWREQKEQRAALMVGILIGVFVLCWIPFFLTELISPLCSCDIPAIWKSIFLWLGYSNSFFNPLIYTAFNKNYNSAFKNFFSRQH
DAGLB inhibitor – DAGLB lipase inhibitors, primary screen, biochemical, fluorescence, HTS. AID 504411, 2011. Diacylglycerol lipase-beta (Homo sapiens), Q8NCG7. HEK293T DAGLB membrane lysate, EnzChek fluorogenic substrate. inhibition, % at 5.17 µM. hit rate 0.059% among 340,000; in the data active = inhibition above about 34%;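 also: 0% = enzyme with vehicle and 100% = wells lacking enzyme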
CDK5 inh – inhibitors of human CDK5/p35 kinase, primary screen, biochemical, single concentration. Cyclin-dependent kinase 5 (Homo sapiens) + Cyclin-dependent kinase 5 activator 1 (Homo …. Recombinant CDK5/p35, ADP-Glo luminescence, 60 min. inhibition, % at 10 µM. hit rate 0.01% among 330,000. AID 488839, 2010;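 active = highest replicate inhibition of at least 50% and at least 75% of replicates reaching 50%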;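 also: plate controls were DMSO neutral control for no effect and GW8510 at 10 µM for full effect; many of its hits are not listed in these tables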
E coli growth – E. coli V3065 growth inhibition, primary screen, counter-screen for AddAB inhibitor project, absorbance, OD600; hit rate 0.27% among 330,000; inhibition, % at 11.9 µM; 18 h;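 active = inhibition above the campaign's mean inhibition across all tested compounds plus 3 SD, cut at about 9.9% in these data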;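 also: uninfected addAB+ strain grown without phage in ampicillin broth; 0% = DMSO wells and 100% = ciprofloxacin 0.95 µg/ml wells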
Tat transport – E. coli Tat export inhibitors, primary screen, MC4100, TorA-mCherry reporter, fluorescence, single point. inhibition, % at 10 µM. hit rate 0.036% among 340,000. AID 488895, 2010;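 active = mean replicate inhibition at least 50% and at least half of replicates individually reaching 50%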;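 also: exported cargo escapes ClpAP degradation while cytoplasmic cargo is degraded and loses fluorescence; 0% = median of neutral control wells and 100% = median of NaSCN control wells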
phage Ecoli inh – growth loss of phage-infected E. coli, primary screen, RecBCD inhibitor project, absorbance, with phage, HTS; inhibition, % at 11.9 µM; AID 651602, 2012; hit rate 0.26% among 360,000; in the data active = inhibition above about 11%
PKA-R1A activ – activators of PKA-R1A holoenzyme, primary screen, biochemical, fluorescence polarization, Cy5-IP20, bovine R1A, mouse PKAc; PKA-R1A dissociation; scaled: DMSO 0%, 113 µM cGMP 100%; AID 504707, 2011; hit rate 0.083% among 340,000; activation, % at 11.4 µM; cAMP-dependent protein kinase type I-alpha regulatory subunit (Bos taurus) + …;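 active = percent activation above the mean of all tested compounds plus 3 SD, cut at about 19% in these data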;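 also: higher means more PKAc released from R1A so a rise in polarization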
HTR5A inv ag – HTR5A inverse agonists in luminescence cell assay, primary screen, counter-screen for OPRM1-OPRD1 heterodimer inverse agonist project, full-deck HTS; 5-hydroxytryptamine receptor 5A (Homo sapiens), P47898; HTR5A cell line, inverse agonism; inhibition, % at 9.3 µM; hit rate 0.083% among 340,000; in the data active = inhibition mostly above about 23%, no sharp cut-off; inactive = mostly below about 18%;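 also: 0% = cells with DMSO and 100% = no-cell wells with DMSO; some compounds called inactive have numbers as strong as hits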
PKA-R2B activ – activators of PKA-R2B holoenzyme, primary screen, biochemical, fluorescence polarization, Cy5-IP20, human | cAMP-dependent protein kinase catalytic subunit beta (Homo sapiens) + cAMP-dependent … | PKA-R2B holoenzyme dissociation; R2B truncated from residue 108, S112A mutant; 0% DMSO only, 100% 113 µM cGMP | activation, % at 11.4 µM | hit rate 0.079% among 340,000 | AID 504700, 2011;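 active = activation above a cutoff set at the mean over all compounds plus 3 SD, cut at about 18% in these data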;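 also: higher means more holoenzyme dissociation and a rise in polarization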
Target sequence (P31323 whole entry, looked up, other chains not shown, the tested form may be a part): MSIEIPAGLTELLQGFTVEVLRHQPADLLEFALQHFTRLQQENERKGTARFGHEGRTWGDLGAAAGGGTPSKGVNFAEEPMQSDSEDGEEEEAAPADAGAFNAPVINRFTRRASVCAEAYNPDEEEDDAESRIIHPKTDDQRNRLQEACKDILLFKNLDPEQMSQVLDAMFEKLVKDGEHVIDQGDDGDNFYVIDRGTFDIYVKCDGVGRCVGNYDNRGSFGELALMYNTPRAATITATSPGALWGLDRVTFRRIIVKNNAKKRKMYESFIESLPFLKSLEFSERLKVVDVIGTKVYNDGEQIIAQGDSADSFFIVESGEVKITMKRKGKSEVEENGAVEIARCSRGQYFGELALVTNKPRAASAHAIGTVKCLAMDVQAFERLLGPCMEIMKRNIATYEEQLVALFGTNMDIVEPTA
SUMO Mot1 rescue – yeast Mot1-301 growth rescue at high temperature, primary screen, SUMOylation pathway inhibitor project, S. cerevisiae, ATP luminescence, 38.5C; AID 2716, 2010; hit rate 1% among 320,000; growth rescue, % at 18.8 µM; S. cerevisiae Mot1-301 growth rescue; percent above DMSO median, 100 means doubled;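 active = every valid replicate shows activation above 250% relative to neutral control wells; inactive = the rest, any valid replicate at or below 250%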;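 also: OY570 slx delta 5 strain wells were the positive control but not used for scaling; some compounds called inactive have numbers as strong as hits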
Active calls of the source: *; . = no result given.

Start of the listing, in advance, 2 compounds:
Compound,Tat transport,PKA-R2B activ,PKA-R1A activ,phage Ecoli inh,SUMO Mot1 rescue,CDK5 inh,HTR5A ag,HTR5A inv ag,DAGLB inhibitor,E coli growth,AddAB inh
CC(=O)C[C@@H](O)CC(=O)[C@H]1OC(=O)[C@H](C)CCCCc2ccccc21,-7.8,6.6,-1.1,-0.9,-12.7,-1.8,4.0,-14.7,-3.0,-0.7,2.0
Cc1ccc(N(CC(=O)N2CCc3ccccc3C2)S(C)(=O)=O)cc1,0.6,4.4,6.1,2.9,-6.7,0.2,-3.0,11.2,1.5,1.6,0.7

Main list, repeating the preview:
Compound,Tat transport,PKA-R2B activ,PKA-R1A activ,phage Ecoli inh,SUMO Mot1 rescue,CDK5 inh,HTR5A ag,HTR5A inv ag,DAGLB inhibitor,E coli growth,AddAB inh
CC(=O)C[C@@H](O)CC(=O)[C@H]1OC(=O)[C@H](C)CCCCc2ccccc21,-7.8,6.6,-1.1,-0.9,-12.7,-1.8,4.0,-14.7,-3.0,-0.7,2.0
Cc1ccc(N(CC(=O)N2CCc3ccccc3C2)S(C)(=O)=O)cc1,0.6,4.4,6.1,2.9,-6.7,0.2,-3.0,11.2,1.5,1.6,0.7
O=C(COC(=O)CCN=C1NS(=O)(=O)c2ccccc21)NC1CCCCCCC1,5.6,-8.1,0.0,2.3,325.7,-3.4,-0.9,2.8,2.3,0.0,-0.6
C[C@@H]1CN([C@@H](C)CO)C(=O)Cc2cc(NC(=O)C3CCCCC3)ccc2O[C@H]1CN(C)S(=O)(=O)c1ccccc1,2.2,-5.9,-10.1,1.4,5.1,-0.4,-7.0,17.8,-1.4,0.2,1.4
CCOC(=O)N1CCN(S(=O)(=O)c2cn(C)c(=O)n(C)c2=O)CC1,-3.9,-4.8,0.0,0.2,-2.8,1.3,4.3,-27.4,-0.9,2.4,1.5
CNC(=O)C1Cc2ccccc2CN1S(=O)(=O)c1ccc(OC)c(OC)c1 (stereo unspecified),9.3,9.1,-0.5,-1.2,-1.4,-0.7,6.8,-3.3,0.2,-1.9,2.4
OCC1CCCN(C(=S)Nc2ccc(OC(F)F)cc2)C1 (stereo unspecified),-2.3,-4.5,0.7,3.5,10.2,0.7,2.5,20.1,0.2,1.3,1.6
O=C1OCCN1C(=O)[C@H]1[C@H](c2ccc(Cl)cc2)C(c2ccccc2)=NN1c1ccc(Br)cc1,0.6,-4.5,-9.6,1.7,.,-1.4,-0.5,2.0,-4.0,0.2,-0.9
Cc1nc2ccc(Cl)cc2c(-c2ccccc2)c1CC(=O)O,-5.0,1.8,0.2,3.6,-17.2,-1.3,5.2,4.0,2.6,-3.5,0.1
CC(=O)NCCNC(=O)C1CCCCN1S(=O)(=O)c1ccccc1 (stereo unspecified),-7.7,-2.9,5.5,6.3,18.6,2.7,1.7,-4.5,-0.1,4.2,5.5
O=C(Oc1ccc(N2C(=O)C3C4CCC(C4)C3C2=O)cc1)c1ccco1 (stereo unspecified),-9.1,5.2,12.1,0.7,-18.9,0.7,2.6,-7.7,-1.8,-0.2,-1.1
COc1cc(N)c(Cl)cc1C(=O)OCC(=O)N1CCCCCC1,0.3,9.0,-4.7,2.3,-0.1,1.1,-0.3,0.7,1.8,-1.4,-2.1
COC(=O)Nc1nc(-c2ccccc2)c(C(=O)c2ccc(Cl)cc2)s1,3.3,-2.8,-11.0,2.7,-5.2,-1.1,5.6,-14.4,-0.3,-2.5,1.7
COc1ccc(NC(=O)c2ccco2)cc1NC(=O)c1ccc(C)cc1,6.3,2.8,-0.4,1.1,.,1.1,-0.7,5.2,0.2,0.0,2.0
CC(=O)N1c2ccc(S(=O)(=O)N3CCC(C(=O)NC4CCC(C)CC4)CC3)cc2CC1C (stereo unspecified),4.6,2.0,-11.9,3.2,236.6,.,0.6,-4.1,-4.2,-1.4,5.2
COCCNC(=O)c1ccc2c(c1)ncn2-c1ccc(C)c(Cl)c1,-1.2,0.5,10.1,4.0,-16.4,-0.7,-0.5,1.6,-0.5,-1.8,2.4
CCN(CC)c1ccc(-c2n[nH]c(=S)n2-c2ccccc2)cc1,6.9,-9.0,-12.4,2.0,2.1,1.6,-3.3,9.0,2.7,2.4,1.3
FC(F)Sc1ccc(NC(=S)NCC2CCCCC2)cc1,-7.5,2.9,3.2,12.7*,-1.2,0.0,8.4,-10.7,-8.7,9.2,8.3
CCOC(=O)NNC(=O)c1[nH]c2ccc(Br)cc2c1-c1ccccc1,4.5,-11.2,-8.8,1.4,2.5,0.3,0.2,-0.8,-3.8,2.3,-1.0
Cc1ccc(CN(C(=O)CNC(=O)c2cccs2)C(C(=O)NCC2CCCO2)c2ccccc2)cc1 (stereo unspecified),-4.1,6.0,-3.4,0.3,8.7,-0.4,4.1,-10.8,2.4,0.9,-0.4
CCOC(=O)c1cc(NC(=O)c2cccs2)ccc1N1CCOCC1,-49.8,4.0,-3.7,2.5,-15.9,0.0,1.0,-2.5,0.4,-1.4,0.8
COC(=O)CSC(C)C(=O)Nc1nnc(C(C)C)s1 (stereo unspecified),-0.2,-13.2,-12.4,2.8,2.1,-1.7,-1.6,-8.7,-0.8,1.7,0.9
Cc1ccc(C(=O)NC2CCCCCC2)cc1N1CCCC1=O,6.4,-9.1,-1.2,1.9,-7.7,-1.6,3.3,-11.6,-1.2,-3.9,0.9
CCOC(=O)C1=C(CNCc2ccccc2Cl)NC(=O)NC1c1ccc2c(c1)OCO2 (stereo unspecified),2.5,-8.8,-7.9,2.0,-11.1,1.8,5.1,-14.0,1.1,1.2,-0.5
Cc1ccc(C(=O)c2cncc(Br)c2)cc1,-5.7,5.2,-2.5,0.6,18.1,-0.2,-1.0,-1.8,-4.6,-0.4,1.4
CCOc1ccc(NC(=O)CSC(N)=O)cc1,-3.4,-1.1,-0.8,-0.1,9.7,-0.1,1.5,-3.8,-7.9,1.3,5.2
COCCNC(=O)c1cc2c3ccccc3n(C)c2s1,8.4,3.2,11.1,0.5,-22.8,-6.2,-3.2,7.5,-0.7,1.2,3.2
CCn1c(=O)cc(SCC(=O)N2CCN(c3ccccc3OC)CC2)c2ccccc21,8.2,1.1,-9.3,3.4,253.5,-0.2,0.0,4.9,2.6,-1.9,0.3
COc1cccc(CN(C)C(=O)c2cc(S(=O)(=O)N3CCCC3)ccc2C)c1OC,1.2,-2.3,-13.3,3.3,-3.7,0.5,-2.4,-6.1,-0.9,-0.5,2.7
COc1ccc(NC(=O)CSc2nnnn2C2CCCCC2)cc1,4.8,-8.3,-6.1,1.9,-8.9,-1.2,2.9,0.9,-4.0,-0.6,4.7
CCN1C[C@@H]2[C@@H]3C(=O)N(C)C(=O)[C@@H]3[C@](C)(C1=O)N2C(=O)c1ccc(Cl)cc1,3.1,-6.8,1.4,0.6,.,2.4,1.2,11.5,-2.5,.,.
Cc1[nH]ncc1-c1nc2ccccc2[nH]1,-1.7,6.2,14.0,2.2,-9.9,9.2,8.8,-24.9,1.2,-2.0,1.5
Cc1cc(C)c(S(=O)(=O)N2CCN(C(=O)c3cc4ccccc4oc3=O)CC2)c(C)c1,10.4,-1.6,-1.1,2.4,7.6,0.6,0.9,-2.2,0.1,-0.7,-6.0
CCOc1ccc(/C=C/C2=Cc3c(sc(NC(=O)CSc4n[nH]c(N)n4)c3C#N)C(C)(C)C2)cc1,4.3,-5.4,-5.9,-0.5,9.3,0.4,2.7,26.7,-1.2,-3.5,0.7
CC(C)C(NC=C1C(=O)OC(C)(C)OC1=O)C(=O)O (stereo unspecified),-0.8,-3.5,-4.8,1.1,11.7,1.0,2.6,-24.8,-1.6,0.8,2.3
O=C(N/N=C/c1ccccn1)c1ccc(Br)cc1,-0.2,13.9,-13.8,-4.3,8.6,1.1,-9.2,24.6,0.8,-4.3,-1.5
CCOC(=O)c1c(C)[nH]c(C(=O)COc2ccc3c(c2)OCO3)c1C,-7.8,5.8,-2.6,-1.3,-19.7,0.7,6.6,-2.6,-1.5,0.0,4.5
Cc1cc(C(=O)N2CCN(c3ccccc3)CC2)c(C)o1,-8.2,0.2,3.8,2.0,-0.4,-0.4,2.5,-31.7,-0.3,1.8,2.2
CC(C)(C)C(=O)N1CCN(C(c2ccccc2)c2ccccc2)CC1,5.8,2.0,-5.7,.,-5.0,-0.5,-0.2,0.6,-4.5,0.7,1.2
CCCOc1ccc(N2C(=O)CC(NCc3ccc(S(N)(=O)=O)cc3)C2=O)cc1 (stereo unspecified),8.0,-5.3,-11.9,4.3,4.1,-0.6,-3.0,8.0,0.0,-0.3,0.2
Cc1nc(CCNC(=O)CC2C(=O)NCCN2CC(C)(C)C)nc2c1CCC2 (stereo unspecified),-13.9,11.5,0.3,-0.2,-12.2,0.0,-3.5,5.8,-3.5,-1.0,4.8
Cn1c(-c2cc3ccc(OC(=O)C(C)(C)C)cc3oc2=O)nc2ccccc21,8.8,-3.1,-11.1,4.3,4.5,-0.1,4.5,-3.2,-4.2,1.6,1.2
Cc1ccc(S(=O)(=O)N(C)C)cc1NC(=O)COC(=O)c1ccc2ccccc2n1,6.3,-2.6,-5.5,1.5,.,-0.3,-1.3,13.9,-2.0,0.9,2.1
COc1ccc(CSCC(=O)Nc2ccccc2)cc1[N+](=O)[O-],3.9,10.4,-0.8,1.7,391.5,0.1,0.7,-2.3,-1.6,-0.7,4.5
CCCNC(C)C(=O)Nc1ccccc1C (stereo unspecified),-4.6,-3.5,-6.1,5.0,41.1,-0.2,3.4,2.0,0.0,1.8,0.8
Cc1ccc(CNc2ccc(N3CCOCC3)cc2)s1,12.8,7.3,-24.7,3.9,-33.7,3.1,15.5,-0.8,-0.6,0.4,-0.9
COc1cc(CNc2cccc(F)c2)cc(Br)c1O,-4.8,1.8,6.0,1.3,-6.6,0.6,4.7,-7.2,1.8,1.6,0.5
COc1ccc(OC)c(CC(NC(C)=O)C(=O)NC2CCN(C(=O)c3cccc(C)c3)CC2)c1 (stereo unspecified),4.2,-3.8,2.0,-0.1,.,0.5,5.8,-16.6,-0.4,.,.
CNc1nc(C)cc(C)c1S(=O)(=O)c1ccc(Cl)cc1,4.1,-14.2,-14.0,2.0,6.5,1.7,-6.2,15.8,-6.3,0.8,2.7
CC(C)[C@H](NC(=O)c1ccco1)C(=O)OCC(=O)Nc1ccccc1OC(F)F,-5.8,3.3,1.0,0.0,142.6,-1.6,2.6,-3.2,-2.7,0.0,1.7
